Screening data as filed in PubChem BioAssay.
FBW7 act = FBW7 E3 ligase activators, primary screen, biochemical, AlphaScreen, human. 650,000 tested, 0.13% active. AlphaScreen FBW7–phospho-cyclin E peptide binding, activator screen. normalized activity (activation), % at 26.1 µM; in the data active means normalized activity above about 1.9%;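 further: purified mutant Fbw7 with reduced substrate affinity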
Target sequence (Q969H0 whole entry, looked up): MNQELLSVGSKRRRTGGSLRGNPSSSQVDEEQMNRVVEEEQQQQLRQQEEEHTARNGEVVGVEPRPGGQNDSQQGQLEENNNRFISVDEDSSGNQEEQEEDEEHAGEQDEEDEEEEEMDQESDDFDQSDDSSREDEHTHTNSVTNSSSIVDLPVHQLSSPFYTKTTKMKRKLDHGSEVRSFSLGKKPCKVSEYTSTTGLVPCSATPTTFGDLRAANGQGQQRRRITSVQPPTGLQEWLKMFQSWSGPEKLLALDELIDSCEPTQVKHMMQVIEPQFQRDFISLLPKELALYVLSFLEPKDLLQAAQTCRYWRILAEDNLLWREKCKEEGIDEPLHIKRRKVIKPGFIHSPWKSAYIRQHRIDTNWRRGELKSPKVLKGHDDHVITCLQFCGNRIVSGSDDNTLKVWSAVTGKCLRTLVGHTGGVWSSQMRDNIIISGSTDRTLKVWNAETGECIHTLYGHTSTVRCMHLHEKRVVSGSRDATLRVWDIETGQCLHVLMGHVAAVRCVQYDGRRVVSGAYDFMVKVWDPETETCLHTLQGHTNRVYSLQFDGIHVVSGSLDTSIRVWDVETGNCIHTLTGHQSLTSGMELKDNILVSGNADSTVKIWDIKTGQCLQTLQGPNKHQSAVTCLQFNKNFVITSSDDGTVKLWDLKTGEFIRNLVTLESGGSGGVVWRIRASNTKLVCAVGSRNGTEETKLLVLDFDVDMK
GPR151 activ = activators of human GPR151, primary screen, cell-based, PathHunter beta-arrestin, luminescence; G-protein coupled receptor 151 (Homo sapiens), Q8TDV0; 650,000 tested, 1% active; activation, % at 11.2 µM; PathHunter beta-arrestin GPR151 cells; in the data active means activation above about 4.9%;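 further: 0% = median of compound wells and 100% = cells with positive control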
MITF primary = MITF inhibitors, primary screen, biochemical, AlphaScreen, human; Microphthalmia-associated transcription factor (Homo sapiens), O75030; 650,000 tested, 0.91% active; AlphaScreen MITF homodimerization, bead proximity signal; AID 1259374, 2018; inhibition, % at 2.6 µM; in the data active means inhibition above about 50%;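 further: 0% = vehicle wells with protein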
TEAD-YAP block = TEAD-YAP interaction inhibition, primary screen, TEAD-YAP interaction inhibitor project, luminescence, HEK-TIYL cells; TEAD-Gal4/YAP UAS-luciferase luminescence; inhibition, % at 9.12 µM; 640,000 tested, 1.4% active; in the data active means inhibition above about 32%;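 further: 0% = median of test compound wells and 100% = reference inhibitor wells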
Active calls of the source: *; nt = not tested or not shown.

mol,FBW7 act,GPR151 activ,MITF primary,TEAD-YAP block
Cc1ccc2c(Cn3ncc(Cl)c(Cl)c3=O)cc(=O)oc2c1,-0.1,-0.3,-10.6,-10.8
Cc1cc(NCc2nc3ccccc3[nH]2)nc(N2CCOCC2)n1,-0.1,4.9,4.6,-11.2
Cc1ccc(C2CC(c3cccs3)=NN2C(=O)CSc2nnc(CNC(=O)c3ccccc3)n2CCc2ccccc2)cc1 (configuration not stated),-0.1,0.2,-6.7,-3.7
CCOC(=O)c1sc2cc([N+](=O)[O-])cc(SCCO)c2c1N,0.0,-0.4,-3.4,2.5
CCCOc1cccc(C2C3=C(CC(C)(C)CC3=O)Nc3ccccc3N2C(=O)CC)c1 (configuration not stated),-0.2,-0.7,1.6,11.8
CCOc1ccc(-c2nc(CSCC(=O)N3CCC(C)CC3)c(C)o2)cc1,-0.2,-1.1,4.3,8.7
CC(=O)N/C(=C/c1ccccc1Br)C(=O)NCCc1ccccc1,-0.1,0.9,-1.2,-3.0
N#CCSc1sc(=S)sc1SCC#N,0.0,0.9,1.3,24.0
COc1cc2c(cc1OC)CN(CC(N)=O)CC2,0.1,0.2,16.0,-0.8
Cc1[nH]c(-c2cc3ccc(O)cc3oc2=O)cc2c1c(=O)oc1cc(=O)ccc12,-0.1,-0.2,-3.2,-5.7
COc1ccc(C2C3=C(CCCC3=O)Nc3nc4ccccc4n32)c(OC)c1 (configuration not stated),0.0,1.2,12.4,13.4
CC(=O)N1CCc2c(sc(NC(=O)c3ccc(N4C(=O)CCC4=O)cc3)c2C(N)=O)C1,-0.1,4.1,-8.0,6.2
COC(=O)C1=C(C)NC2=C(C(=O)CC(c3ccc(OC)c(OC)c3)C2)C1c1ccccc1OCc1ccccc1 (configuration not stated),0.2,0.7,2.4,13.0
COc1cccn2c(C(=O)NCCc3ccccc3)c(C(F)(F)F)nc12,0.6,-0.9,3.3,-30.3
Cc1cc(NC(=O)CCCC(=O)c2ccccc2)on1,-0.1,-0.2,-5.7,13.8
CC(=O)Nc1ccc(S(=O)(=O)N2CCC(CO)(CC3CCCCO3)CC2)cc1 (configuration not stated),-0.2,3.1,-1.3,-0.3
CCN(CC)S(=O)(=O)c1cc(C(=O)Nc2cccnc2)ccc1Br,0.0,-0.5,-17.3,-26.6
COc1ccc(CNC(=O)CCCn2c(SCC(=O)Nc3ccc(OC)cc3OC)nc3cc4c(cc3c2=O)OCO4)cc1,0.0,2.3,-6.7,3.2
Cc1[nH]c(=O)[nH]c(=O)c1S(=O)(=O)N1CCCC(C(=O)Nc2cccc(F)c2)C1 (configuration not stated),0.8,0.2,-2.1,-5.7
O=C1Nc2ccccc2/C1=C/c1ccc2c(c1)OCO2,0.0,2.4,1.5,-26.5
C=CCNc1ncnc2scc(-c3ccccc3)c12,0.0,1.4,1.6,38.5*
CCOC(=O)CSC1=C(C#N)C(c2cccc(OC)c2)CC(=O)N1 (configuration not stated),-0.1,0.8,3.4,10.2
N#C/C(=C/c1ccc(F)cc1)c1nc2ccccc2[nH]1,-0.2,0.2,4.1,-32.8
COC(=O)c1ccc(/C=N\NC(=O)Cc2cccn2C)cc1,0.1,0.9,-15.0,-9.9
CC1CCCC(NC(=O)C(C)n2sc3ccccc3c2=O)C1C (configuration not stated),0.1,-0.1,13.2,0.2
O=c1c(C=NCCN2CCNCC2)c(C(F)(F)F)[nH]n1-c1nc2ccccc2s1,-0.2,-7.3,-9.5,-2.1
Cc1ccc(NC(=O)CSc2nc3ccccc3nc2Cc2ccc(F)cc2)c(C)c1,0.0,-1.6,8.7,-15.6
Cc1cc(C)c(C#N)c(SCC(=O)Nc2c(Cl)cccc2Cl)n1,0.1,1.1,4.4,4.6
Cc1ccc(OC2(c3ccccc3)OC(=O)c3ccccc32)c(C)c1 (configuration not stated),0.0,0.0,10.6,-4.6
O=C(OCc1nc2ccccc2s1)C1CCN(S(=O)(=O)c2cccs2)CC1,0.0,2.4,9.3,-15.3
COC(=O)c1cccc(NC(=O)/C(=C\c2ccco2)NC(=O)c2ccccc2Cl)c1,0.0,-0.4,1.9,13.8
CCN(CC)C(=O)Cn1cnc2sc(C(=O)Nc3cc(C)c(Cl)cc3OC)c(C)c2c1=O,0.1,-0.5,-17.8,-5.9
CCOC(=O)c1ccc(NS(=O)(=O)Cc2ccc(Cl)cc2)cc1,0.8,-1.2,21.7,2.6
CC1Oc2ccccc2N(CC(=O)NCC2CCCO2)C1=O (configuration not stated),0.0,-0.2,-2.1,-6.2
COc1ccc(Cl)cc1NC(=O)c1c(NCc2sccc2C)sc2c1CCC2,0.7,0.9,10.6,6.6
CN(c1ccccc1)S(=O)(=O)c1ccc(C(=O)Nc2nccs2)cc1,0.0,-0.4,0.0,1.9
CC(=O)c1ccc(OC(C)C(=O)NCC2CCCCC2)cc1 (configuration not stated),0.1,1.4,20.3,-4.1
COc1ccc(Br)cc1CN1CCN(Cc2cccnc2)CC1,-0.1,1.4,59.0*,-3.1
CC(C)C(=O)N(c1cccc(Cl)c1)C1C=CS(=O)(=O)C1 (configuration not stated),1.2,0.0,13.6,-6.1
Cc1ccc(NC(=O)CNCc2ccccc2)cc1Br,0.1,0.8,41.9,-8.2
Cc1ccccc1-n1nc2c(c1NC(=O)CC(C)C)CSC2,0.1,2.0,-6.3,-5.5
CN1CCCN(C(=O)C2CC23CCN(CC2CCCCC2)CC3)CC1 (configuration not stated),-0.1,-1.0,1.6,3.6
C/C(=N\NC(=O)C(N)=O)c1ccc2c(c1)OCCO2,-0.1,1.6,-2.1,-4.6
Cc1c(C(=O)NC2CCCC2)oc2ccc(S(=O)(=O)N3CCC(C)CC3)cc12,0.0,-0.2,-0.8,-1.4
CSc1ccc(S(=O)(=O)NCc2cccnc2)cc1,0.0,0.4,5.6,3.3
CN=C1SC(C(=O)Nc2ccc(C(=O)O)cc2)CC(=O)N1C (configuration not stated),0.0,1.9,-3.8,-3.4
O=C(O)/C=C/c1cccc(NS(=O)(=O)c2cccs2)c1,-0.1,-1.1,8.4,-5.0
COC(=O)c1cc(Cl)c(NC(=O)c2ccc(C(C)(C)C)cc2)cc1OC,-0.3,-0.7,0.7,-22.6
O=C(/C(=N\O)n1cncn1)c1ccc(Cl)cc1Cl,0.2,-0.1,9.1,15.1
O=C(CSc1ncnc2ccccc12)Nc1ccccc1,0.1,0.2,11.4,0.9
O=C1NCCN(Cc2ccccc2)C1CC(=O)N1CCCO1 (configuration not stated),0.0,-0.1,-12.3,3.9
O=S(=O)(c1ccc(-c2ccc(S(=O)(=O)N3CCCCC3)cc2)cc1)N1CCCCC1,0.1,0.0,7.7,5.8
Cc1nn2c(CN3CCOCC3)nnc2c2cc([N+](=O)[O-])ccc12,0.0,-0.7,14.1,6.7
CN(C)CCC#CC(O)(c1ccccc1)c1ccccc1,-0.2,0.4,-5.4,-7.8
O=C(CSc1nnc(-c2ccccn2)n1Cc1ccco1)Nc1ccc2c(c1)OCCO2,-0.1,-0.1,5.3,7.8
CCNc1nc(Nc2cc(OC)c(OC)c(OC)c2)c2ncn(-c3ccsc3)c2n1,0.0,0.1,4.1,48.6*
CC(Sc1nnc(NC(=O)c2ccccc2)s1)c1nc2ccccc2c(=O)[nH]1 (configuration not stated),-0.1,5.7*,7.4,-1.3
COc1ccc(/C=N/NC(=O)Cn2cnc3c(=O)n(C)c(=O)n(C)c32)cc1,0.0,1.8,10.6,-1.5
CCOc1ccc(NS(=O)(=O)c2ccc(NC(=O)c3cccc([N+](=O)[O-])c3)cc2)cc1,-0.2,4.5,0.1,21.4
FC(F)(F)c1ccc(Cn2cnc3c(NCc4nc5ccccc5[nH]4)nc(Nc4ccc5ncccc5c4)nc32)cc1,0.9,-0.3,5.0,-5.8

Other results
mol,FBW7 act,GPR151 activ,MITF primary,TEAD-YAP block
NC(=S)N/N=C(/C(=O)c1ccccn1)c1ccccn1,0.8,-1.5,10.4,-1.5
O=C(O)CC(NCc1ccccc1[N+](=O)[O-])c1ccco1 (configuration not stated),-0.1,-0.7,0.6,-10.6
O=C(NCC1CCC2(CCN(C(=O)Cc3ccccc3)CC2)O1)/C(F)=C/c1ccccc1 (configuration not stated),-0.1,-0.7,-2.8,-9.5
Cc1ccc(NC(=O)CN2C(=O)c3cccc([N+](=O)[O-])c3C2=O)cc1Cl,0.2,1.7,-2.5,6.8
N[C@H](C(=O)O)C1C(C(=O)O)C1C(=O)O (some centres not stated),-0.1,0.1,10.8,nt
O=[N+]([O-])c1ccc(Nc2ccc(O)cc2)nc1,0.1,2.3,-3.5,-16.1
Cc1cccc(NC(=O)CCCN2C(=S)NC(C)(C)CC2C)c1C (configuration not stated),0.2,2.1,-5.8,12.2
COC(=O)C1=CN(c2ccc(F)cc2)C=C(C(=O)OC)C1c1cccc(O)c1,0.5,1.7,1.2,-3.2
COc1ccc(-c2cn(S(=O)(=O)c3ccc(OC)c(Br)c3)nc2N)cc1,0.2,-0.6,37.4,6.8
CC(=O)Nc1ccc(Oc2ccc3c(c2)C(=O)N(c2cccc(C)c2)C3=O)cc1,0.1,-0.8,8.1,7.0
COc1cccc(N2CCN(S(=O)(=O)c3ccc4c(c3)NC(=O)CC(=O)N4)CC2)c1,-0.1,-0.8,-14.0,-7.0
COc1ccc(/C=N/NC(=O)c2cc(-c3cccn3C)n[nH]2)cc1OC,2.1*,-0.7,77.9*,6.3
Cc1c(C(=O)N2CCOCC2)sc(NC(=O)CCl)c1C#N,0.2,-0.2,-6.9,-6.9
Cc1ccc(NC(=O)CCCNC(=O)Cn2cnc3sc4c(c3c2=O)CCCC4)c(Br)c1,-0.1,-2.7,-0.9,-1.1
CC(=O)NNC(=O)CCCN1C(=O)/C(=C\c2ccccc2)SC1=S,0.2,0.5,9.3,5.2
O=C(O)C1CCCCN1S(=O)(=O)c1ccc(Br)s1 (configuration not stated),0.2,3.1,7.0,-1.4
Nc1nc(Nc2ccc3c(c2)OCO3)cc(N2CCCC2CO)n1 (configuration not stated),0.3,-1.5,11.8,-68.0
CCCc1ccc(-c2ccc(C(=O)Nc3ccc(F)cc3)cc2)nc1,0.0,-1.4,0.4,-9.6
CCOC(=O)C1=C(C)N(CCO)C(=O)NC1c1cccc([N+](=O)[O-])c1 (configuration not stated),-0.1,-0.3,-8.3,6.3
COC(=O)c1cc(OC)c(OC)cc1NC(=O)c1ccc(Br)cc1,0.0,-0.5,-4.4,-5.8

Profiles, quoted from the list:
CC(=O)Nc1ccc(Oc2ccc3c(c2)C(=O)N(c2cccc(C)c2)C3=O)cc1 in the list: FBW7 act = 0.1; GPR151 activ = -0.8; MITF primary = 8.1; TEAD-YAP block = 7.0
COC(=O)C1=CN(c2ccc(F)cc2)C=C(C(=O)OC)C1c1cccc(O)c1 in the list: FBW7 act = 0.5; GPR151 activ = 1.7; MITF primary = 1.2; TEAD-YAP block = -3.2

(cont.)
mol,FBW7 act,GPR151 activ,MITF primary,TEAD-YAP block
CN(C)CCNC(=S)Nc1ccc(F)cc1,0.0,-0.5,-24.3,4.9
CCC(CC)C(=O)Nc1ccc(Br)cc1F,0.0,0.6,-4.0,0.1
CN1CCN(C(=O)c2c(NC(=O)c3ccc(F)cc3)sc3c2CCC(C(C)(C)C)C3)CC1 (configuration not stated),-0.2,-0.2,-13.3,-1.2
Cn1c(C(=O)NC2CCCCC2)cc2c(=O)n(C)c3ccccc3c21,-0.4,0.1,0.3,-13.4
Cn1c(C(=O)Nc2ccc(F)cc2)cc2c(=O)n(C)c3ccccc3c21,-0.3,0.1,-5.2,-3.1
c1ccc2c(c1)c1ccccc1n2CN1CCOCC1,0.2,-0.3,-0.4,3.3
CN1C(=O)C2CC=C(Cl)CC2C1=O (configuration not stated),-0.1,0.9,10.1,3.3
O=C(CSc1nnc(CNC(=O)c2cccs2)n1-c1ccc(F)cc1)Nc1ccc(F)cc1,-0.1,0.3,-0.1,5.2
O=C(CN1C(=O)CCc2ccccc21)NCCN1CCN(c2cccc(Cl)c2)CC1,0.1,-0.3,10.2,2.2
CCCCNC(=O)CSc1nc2ccc(N)cc2s1,-0.1,1.2,3.1,-31.9
Cc1ccc(-c2noc(=O)n2CC(=O)Nc2ccc(S(=O)(=O)N3CCCC3)cc2)cc1,0.3,-0.2,-5.7,20.5
Cn1c(SCC(=O)NC(N)=O)nc2sc3c(c2c1=O)CCC3,-0.1,-1.0,-1.2,1.2
CCc1ccc(NC(=O)c2cc(S(=O)(=O)N3CCN(c4cc(C)ccc4C)CC3)ccc2F)cc1,0.2,0.1,18.4,6.6
CCOC(=O)c1cc(C)sc1/N=C/C1C(=O)CCCC1=O,0.3,-0.5,24.1,11.3
COCC1CCCCN1C(=O)c1ccc(OC)c(OC2CCN(C(C)C)CC2)c1 (configuration not stated),0.0,-1.7,-5.5,-27.4
